# Screening data from PubChem.
# EBV LMP1 NFkB = Epstein-Barr LMP1 NF-kappaB reporter inhibition; inhibition, % at 12.5 µM; hit rate 0.69% among 350,000; AID 504558; LMP1-induced NF-kappaB luciferase reporter cells, luminescence; in the data active = inhibition above about 41%;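 note: 0% = neutral control wells and 100% = reference inhibitor control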
# CF NFkB block = cystic fibrosis NF-kB activation inhibition | inhibition, % at 5 µM | KKLEB NF-kB-GFP reporter, PAF-induced, GFP fluorescence overnight | hit rate 0.86% among 360,000 | AID 588850;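 active = at least 50% inhibition at 5 µM, scaled per plate between neutral and stimulator controls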;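 note: PAF is a Pseudomonas aeruginosa culture filtrate used as stimulus; plate controls were PAF-stimulated DMSO wells for no effect and unstimulated DMSO wells for full effect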
# COUP-TFII inh = inhibitors of human COUP-TFII (NR2F2) | AID 686940 | P24468 | hit rate 0.7% among 370,000 | inhibition, % at 8.6 µM | HEK293T NGFI-A luciferase reporter, luminescence;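 active = inhibition above a per-plate cutoff, mean inhibition of test wells between control levels plus 3 SD, cut at about 38% in these data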;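 note: cells cotransfected with COUP-TFII expression vector driving the NGFI-A reporter; 0% = median of COUP-TF2 test wells and 100% = reporter-only cells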
# SRC1 inh = inhibitors of human steroid receptor coactivator 1 (SRC1); HEK293 GAL4-SRC1 luciferase reporter, luminescence; hit rate 0.12% among 360,000; Q15788; inhibition, % at 3.6 µM; AID 588354;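 active = inhibition above the campaign mean plus 3 SD, with each screening campaign given its own cutoff, cut at about 60% in these data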;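 note: 0% = DMSO treated cells and 100% = gossypol at 36 µM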
# Target sequence (Q15788 whole entry, looked up, the tested form may be a part): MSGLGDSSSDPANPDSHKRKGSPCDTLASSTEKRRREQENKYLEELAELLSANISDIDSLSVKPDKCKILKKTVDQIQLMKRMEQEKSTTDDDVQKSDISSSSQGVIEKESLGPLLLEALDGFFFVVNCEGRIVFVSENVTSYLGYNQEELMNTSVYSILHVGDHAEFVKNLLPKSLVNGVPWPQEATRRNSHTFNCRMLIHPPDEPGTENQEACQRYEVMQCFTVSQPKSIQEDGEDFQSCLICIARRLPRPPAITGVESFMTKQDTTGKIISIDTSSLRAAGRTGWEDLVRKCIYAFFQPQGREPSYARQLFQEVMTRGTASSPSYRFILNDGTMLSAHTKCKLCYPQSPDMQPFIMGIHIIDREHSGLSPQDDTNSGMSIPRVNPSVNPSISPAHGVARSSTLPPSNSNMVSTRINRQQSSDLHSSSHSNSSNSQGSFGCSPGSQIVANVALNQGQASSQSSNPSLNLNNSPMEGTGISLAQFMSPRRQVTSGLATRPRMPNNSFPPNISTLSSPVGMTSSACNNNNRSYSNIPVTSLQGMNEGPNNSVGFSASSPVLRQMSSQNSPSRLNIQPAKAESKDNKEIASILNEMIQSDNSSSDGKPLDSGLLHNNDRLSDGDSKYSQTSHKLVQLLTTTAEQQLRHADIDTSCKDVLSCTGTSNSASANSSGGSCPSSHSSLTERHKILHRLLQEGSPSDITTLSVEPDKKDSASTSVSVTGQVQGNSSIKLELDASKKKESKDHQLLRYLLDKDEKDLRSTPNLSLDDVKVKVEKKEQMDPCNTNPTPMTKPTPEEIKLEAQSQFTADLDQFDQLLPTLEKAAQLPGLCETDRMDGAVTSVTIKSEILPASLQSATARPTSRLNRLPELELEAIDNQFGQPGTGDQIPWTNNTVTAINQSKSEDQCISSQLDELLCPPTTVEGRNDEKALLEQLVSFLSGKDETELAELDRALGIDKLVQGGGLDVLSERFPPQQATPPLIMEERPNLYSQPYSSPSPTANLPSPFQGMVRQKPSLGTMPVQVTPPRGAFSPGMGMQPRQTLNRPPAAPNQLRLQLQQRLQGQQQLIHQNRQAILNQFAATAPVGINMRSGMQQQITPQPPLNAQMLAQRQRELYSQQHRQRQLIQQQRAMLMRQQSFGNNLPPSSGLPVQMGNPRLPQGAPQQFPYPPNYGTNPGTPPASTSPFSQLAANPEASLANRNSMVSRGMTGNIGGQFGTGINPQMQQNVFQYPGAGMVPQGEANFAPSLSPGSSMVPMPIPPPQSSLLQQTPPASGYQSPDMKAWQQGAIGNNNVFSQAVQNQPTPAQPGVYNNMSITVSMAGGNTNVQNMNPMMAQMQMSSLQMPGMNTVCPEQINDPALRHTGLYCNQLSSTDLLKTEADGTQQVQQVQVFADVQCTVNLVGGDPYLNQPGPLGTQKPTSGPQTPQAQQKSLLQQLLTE
# SRC3 inh = inhibits human SRC3 coactivator; Q9Y6Q9; HEK293 GAL4-SRC3 luciferase reporter, luminescence; inhibition, % at 3.6 µM; hit rate 0.17% among 360,000; AID 588352;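 active = inhibition above a per-campaign cutoff, the mean of all compounds plus 3 SD, cut at about 60% in these data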;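 note: 0% = DMSO-treated cells and 100% = gossypol-treated cells at 36 µM; higher means less SRC3-driven luciferase light from the GAL4 reporter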
# Shn3 inh set2 = inhibitors of Schnurri-3 3'UTR reporter in osteoblasts | Clone20 osteoblast Shn3 3'UTR firefly luciferase, 24 h | inhibition, % at 12.5 µM | hit rate 0.52% among 360,000;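 active = mean inhibition of at least 75% with every replicate also reaching 75%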;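 note: 0% = median of neutral control wells and 100% = pilot-screen positive control compound; some compounds past the cut are filed as inactive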
# TROY NFkB inh = TROY signaling inhibition. Q293 LMP1-TROYcd NF-kB luciferase reporter, 4 h. inhibition, % at 10 µM. hit rate 0.98% among 360,000;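 active = compounds whose plate-normalised and pattern-corrected inhibition of the luciferase reporter signal at the single screening dose is 50% or more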
# KKLEB cytotox = counter-screen for CF NF-kB inhibitors: cytotoxicity; AID 602141; activity change (cytotoxicity), % at 5 µM; KKLEB CF airway cells viability, ATPlite luminescence, overnight; stronger effect = lower value; cells stimulated with P. aeruginosa culture filtrate; hit rate 0.36% among 360,000;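 active = corrected activity change at or below -50% at 5 µM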
# TWEAK-Fn14 inh = blocks TWEAK-Fn14 interaction in a reporter cell assay | TWEAK-stimulated Fn14 reporter cells, luciferase luminescence, 8 h | inhibition, % at 10 µM | hit rate 2% among 360,000 | AID 1159606; in the data active = inhibition above about 50%
# NR5A2 inv ag = inverse agonists of human LRH-1 (NR5A2); O00482; HEK293T StAR-luciferase reporter, LRH-1 transfected, 24 h; inhibition, % at 3.6 µM; hit rate 0.13% among 360,000;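 active = inhibition above the mean inhibition of all tested compounds plus 3 SD, cut at about 73% in these data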;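 note: 0% = DMSO wells and 100% = reporter-only cells lacking LRH-1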
# C8 TRAIL sens = sensitizes caspase-8 expressing cells to TRAIL; hit rate 1% among 360,000; inhibition (viability loss, TRAIL sensitization), % at 10 µM; NB7+C8 cells + TRAIL, ATPlite viability luminescence;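 active = compounds causing at least 50% loss of cell viability in the single-dose screen, relative to plate controls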
# Active calls of the source: *; / = no result given.
SMILES,EBV LMP1 NFkB,CF NFkB block,COUP-TFII inh,SRC1 inh,SRC3 inh,Shn3 inh set2,TROY NFkB inh,KKLEB cytotox,TWEAK-Fn14 inh,NR5A2 inv ag,C8 TRAIL sens
Cc1ccc(NS(=O)(=O)c2ccccc2)c([N+](=O)[O-])c1,4,-8,2,1,5,5,-9,-8,2,17,-8
Cc1cccc(NC(=O)c2cc(-c3ccc(C)s3)nc3ccccc23)n1,15,74*,12,14,21,7,8,-7,21,7,30
C=CCn1c(Cc2csc(N)n2)nnc1SCC(=O)Nc1ccc(C(=O)OCC)cc1,6,2,-13,-13,9,-7,5,2,10,17,0
COC(=O)C[C@H]1c2cc(C(F)(F)F)ccc2S(=O)(=O)N1C(C)(C)C,21,-20,-1,-1,10,6,-17,-4,-5,13,0
C=CCn1c(C2CC2)n[nH]c1=S,-8,-30,-4,-9,0,11,0,10,-1,11,-4
OCCN=c1cc(-c2ccccc2)oc2ccc(Cl)cc12,-28,-43,/,-6,-41,-34,/,-17,-22,-82,17
CCn1ccnc1CN(C)Cc1nc(-c2ccc3c(c2)OCO3)no1,-16,5,-7,-29,-26,-36,-18,2,-2,-28,6
C=CCN1CCN(C(c2cc(OC)ccc2OC)c2nnnn2CC2CCCO2)CC1 (stereo unspecified),-5,-3,-2,-6,15,4,-6,11,13,0,6
COc1cc(OC)c(OC)cc1/C=C(\C#N)C(=O)NCc1cccs1,20,-16,2,9,-12,17,-8,4,-12,4,-6
CC(C)CN1C(=O)C(=O)N(CC(=O)N2CCN(c3ccccc3)CC2)C1=O,3,8,-5,3,-9,-10,-16,-15,7,-5,-11
CCn1ncc(CN2CCCC(C(=O)Nc3cccc(-c4cc5ccccc5[nH]4)c3)C2)c1C (stereo unspecified),7,17,-18,-11,3,15,11,-11,17,9,11
COc1ccc(NC(=O)N(C)C[C@H]2Oc3ccc(NC(=O)CCC(F)(F)F)cc3C(=O)N([C@H](C)CO)C[C@@H]2C)cc1,-13,5,-21,-41,20,4,6,-1,8,9,-15
Cc1ccc(-c2nc(CSCC(=O)NC3CCN(Cc4ccccc4)CC3)c(C)o2)cc1,10,-10,44*,-25,14,15,15,15,-9,31,24
Cc1cc(C(=O)COC(=O)c2ccc(O)cc2O)c(C)n1-c1ccccc1,-9,14,-17,-14,-37,9,83*,21,77*,-33,34
CCCCn1c(N)c(N(C)C(=O)c2cc3c(s2)CCCCC3)c(=O)[nH]c1=O,-14,1,-7,-4,-12,-17,-11,11,17,-6,-6
N#CCCN(C1CCCCC1)S(=O)(=O)CCOc1ccccc1,-10,5,3,4,4,-17,-17,3,-25,12,2
COc1cc(C(=O)OC(C)C(=O)NCC2CCCCC2)cc(NC(=O)c2ccco2)c1OC (stereo unspecified),-2,-6,-6,6,5,15,10,-6,-5,-35,7
Clc1ccc2nc3c4ccccc4cnn3c2c1,-67,-134,-45,-108,-107,-69,-60,-12,1,-133,40
Cc1cc(=O)[nH]c(SCC(=O)NC2CCCCCC2)n1,-1,-20,-11,-4,1,4,-13,8,-2,6,-3
O=C(CCCSc1nc2ccccc2s1)NC1=NCCS1,0,2,30,4,15,-14,19,0,-13,22,-5
Cc1ccc(NC(=O)c2cc(S(=O)(=O)N(C)C)ccc2N2CCCC2)cc1F,3,18,19,-7,9,6,2,-5,-10,13,4
Cc1ccc(C(=O)NCC(=O)OCC(=O)N2CC(C)OC(C)C2)cc1 (stereo unspecified),2,2,-1,-4,-6,0,7,-3,12,-3,3
Cc1cccc(NC(=O)/C(=C/c2cccc([N+](=O)[O-])c2)NC(=O)c2cccs2)c1,-7,0,-11,12,4,6,9,-32,-13,-2,-8
COc1ccc(CN(C)C(=O)COc2cccc(-n3cnnn3)c2)cc1OC,3,-3,-3,-1,-20,13,-1,0,4,-8,-17
CCOc1ccc(-c2nnc3ccc(SCC(=O)N4CCCCC4)nn23)cc1,3,-16,9,-12,-13,-12,-10,-10,12,0,10

# Reprinted at random: 2 records from the list.
SMILES,EBV LMP1 NFkB,CF NFkB block,COUP-TFII inh,SRC1 inh,SRC3 inh,Shn3 inh set2,TROY NFkB inh,KKLEB cytotox,TWEAK-Fn14 inh,NR5A2 inv ag,C8 TRAIL sens
COc1cc(C(=O)OC(C)C(=O)NCC2CCCCC2)cc(NC(=O)c2ccco2)c1OC (stereo unspecified),-2,-6,-6,6,5,15,10,-6,-5,-35,7
Cc1ccc(-c2nc(CSCC(=O)NC3CCN(Cc4ccccc4)CC3)c(C)o2)cc1,10,-10,44*,-25,14,15,15,15,-9,31,24

# Further records.
SMILES,EBV LMP1 NFkB,CF NFkB block,COUP-TFII inh,SRC1 inh,SRC3 inh,Shn3 inh set2,TROY NFkB inh,KKLEB cytotox,TWEAK-Fn14 inh,NR5A2 inv ag,C8 TRAIL sens
C#CCOc1ccc(C2C(C#N)=C(N)Oc3cc(O)ccc32)cc1 (stereo unspecified),0,-8,2,11,6,7,-6,5,10,-1,-4
CC1CC(C)CN(C(=O)Cn2ncc3c([nH]c4ccccc43)c2=O)C1 (stereo unspecified),-6,8,-1,-21,2,-10,-12,-4,0,1,-3
O=C(CSc1cccc2cccnc12)Nc1cc(C(=O)O)cc(C(=O)O)c1,-6,-18,5,-26,-3,24,-2,4,4,10,-4
COc1cc(OC)nc(Oc2cccc(C(F)(F)F)c2)n1,-1,1,-8,-42,9,-1,11,-1,-9,13,-8
c1ccc2[nH]c(CSc3nc4ccccc4s3)nc2c1,-17,-9,-16,-80,-28,15,-15,-3,2,-87,3
Cn1c(N)nc(N)c(NC=O)c1=O,/,-21,-5,-3,13,-4,3,5,-15,-7,-20
CCC(O)c1cc2c(cc1NC(=O)c1ccc(C)cc1)OCCO2 (stereo unspecified),-20,2,12,-52,-12,9,-13,-3,-5,11,6
CCOc1ccc(-c2nnn(CC(=O)NCc3ccco3)n2)cc1OCC,2,4,-4,-11,8,-1,0,-8,-1,-18,2
COc1ccc(OC)c(C(Nc2ccccc2)P(=O)(OC(C)C)OC(C)C)c1 (stereo unspecified),/,-2,5,6,20,5,9,8,-5,-19,4
CSc1nc(C)cc(OCC(=O)n2nc(C)cc2C)n1,-1,-10,2,14,-5,-21,14,-8,-19,-9,-8
CC(=O)Nc1ccc(-c2ccnc3c2CC(C(=O)Nc2cccnc2)O3)cc1 (stereo unspecified),/,-8,2,12,-2,-6,-2,0,-2,21,12
COc1cc(OC)nc(Nc2nc(C(N)c3ccccc3)cs2)n1 (stereo unspecified),/,11,-13,7,-14,5,-6,-5,-20,-4,-8
CC(C)CC(=O)/C=C/n1c(=S)oc2ccccc21,66*,92*,-15,-4,-5,97*,15,-77*,99*,-3,-6
O=C(O)CCCC(=O)Nc1cccc([N+](=O)[O-])c1,-4,13,3,-2,-18,12,19,7,-4,-9,-5
CC(=O)Nc1ccc(S(=O)(=O)NCc2csc(C)n2)cc1,3,10,-4,0,13,-1,-5,0,7,1,-21
CCOC(=O)C1=CC[C@@H](c2ccncc2)N(S(=O)(=O)c2ccc(C)cc2)C1,/,2,-4,7,7,5,-3,2,-29,12,3
Cc1ccc(-c2c(NCCc3ccccc3)c(=O)c2=O)cc1,-4,9,-6,-3,-10,19,-13,7,6,-6,2
CC(C)[C@H](NC(=O)c1ccccc1)C(=O)NCCc1ccccc1,8,-2,-16,-3,-3,0,-6,10,4,2,0
CCC(=O)N1CCc2cc(Br)cc(S(=O)(=O)N3CCN(C(=O)c4ccco4)CC3)c21,-6,2,-5,-7,4,-8,19,-14,-30,-14,16
CCOc1ccc(S(=O)(=O)N2CCN(C(=O)c3ccco3)CC2)cc1,-2,-2,9,-4,-4,9,10,-8,12,7,-16
CCOc1ccc2nc(/N=C/c3nc(-c4ccccc4)oc3O)sc2c1,-5,-12,5,-10,6,-23,-37,3,-4,1,6
CC(=O)Nc1ccc(NC(=O)CCn2c(=S)oc3ccccc32)cc1,1,0,4,-3,0,-5,-2,-3,-1,9,-3
Cc1ccccc1CO/N=C/c1[nH]ncc1Br,4,16,-13,11,6,/,0,-10,6,-4,-6
Cc1cc(C)c(NC(=O)CSc2nc3ccccc3c(=O)n2CCCN2CCOCC2)c(C)c1,0,9,25,-2,5,-13,-5,9,17,15,22
Cc1cccc2nc(CSc3nc4ccccc4[nH]3)cn12,6,4,-11,-9,-5,-12,-40,-18,-23,-29,1
CCOC(=O)c1c2ccccc2[n+]([O-])n1[C@@H](C)C(N)=O,-12,8,6,-6,6,11,7,2,-5,14,-3
COc1ccc(/C=C2\SC(=S)N(CC(=O)NNC(=O)c3ccncc3)C2=O)cc1,-6,-9,-20,10,-3,-16,-24,-10,-17,14,6
CCN(C(=O)CSc1nc2ccccc2n1C)C1CCS(=O)(=O)C1 (stereo unspecified),0,3,5,-10,14,3,12,-3,8,4,4

# Of the compounds above, these contain an aryl thioether with sulfur outside any ring.
SMILES,EBV LMP1 NFkB,CF NFkB block,COUP-TFII inh,SRC1 inh,SRC3 inh,Shn3 inh set2,TROY NFkB inh,KKLEB cytotox,TWEAK-Fn14 inh,NR5A2 inv ag,C8 TRAIL sens
C=CCn1c(Cc2csc(N)n2)nnc1SCC(=O)Nc1ccc(C(=O)OCC)cc1,6,2,-13,-13,9,-7,5,2,10,17,0
Cc1cc(=O)[nH]c(SCC(=O)NC2CCCCCC2)n1,-1,-20,-11,-4,1,4,-13,8,-2,6,-3
O=C(CCCSc1nc2ccccc2s1)NC1=NCCS1,0,2,30,4,15,-14,19,0,-13,22,-5
CCOc1ccc(-c2nnc3ccc(SCC(=O)N4CCCCC4)nn23)cc1,3,-16,9,-12,-13,-12,-10,-10,12,0,10
O=C(CSc1cccc2cccnc12)Nc1cc(C(=O)O)cc(C(=O)O)c1,-6,-18,5,-26,-3,24,-2,4,4,10,-4
c1ccc2[nH]c(CSc3nc4ccccc4s3)nc2c1,-17,-9,-16,-80,-28,15,-15,-3,2,-87,3
CSc1nc(C)cc(OCC(=O)n2nc(C)cc2C)n1,-1,-10,2,14,-5,-21,14,-8,-19,-9,-8
Cc1cc(C)c(NC(=O)CSc2nc3ccccc3c(=O)n2CCCN2CCOCC2)c(C)c1,0,9,25,-2,5,-13,-5,9,17,15,22
Cc1cccc2nc(CSc3nc4ccccc4[nH]3)cn12,6,4,-11,-9,-5,-12,-40,-18,-23,-29,1
CCN(C(=O)CSc1nc2ccccc2n1C)C1CCS(=O)(=O)C1 (stereo unspecified),0,3,5,-10,14,3,12,-3,8,4,4

# The list is partial; the hit share may differ from the screen's.
